# From PubChem
# MITF inh = MITF inhibitors, primary screen, biochemical, AlphaScreen, human; Microphthalmia-associated transcription factor (Homo sapiens), O75030; AlphaScreen MITF homodimerization, bead proximity signal; inhibition, % at 2.6 µM; 650,000 tested, 0.91% active; in the data active = inhibition above about 50%;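 also: 0% = vehicle wells with protein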
# TEAD-YAP block = TEAD-YAP interaction inhibition, primary screen, TEAD-YAP interaction inhibitor project, luminescence, HEK-TIYL cells; 640,000 tested, 1.4% active; AID 1259422, 2018; TEAD-Gal4/YAP UAS-luciferase luminescence; inhibition, % at 9.12 µM; in the data active = inhibition above about 32%;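 also: 0% = median of test compound wells and 100% = reference inhibitor wells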
# GPR151 ag = activators of human GPR151, primary screen, cell-based, PathHunter beta-arrestin, luminescence | 650,000 tested, 1% active | G-protein coupled receptor 151 (Homo sapiens), Q8TDV0 | AID 1508602, 2020 | PathHunter beta-arrestin GPR151 cells | activation, % at 11.2 µM; in the data active = activation above about 4.9%;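 also: 0% = median of compound wells and 100% = cells with positive control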
# FBW7 activator = FBW7 E3 ligase activators, primary screen, biochemical, AlphaScreen, human | F-box/WD repeat-containing protein 7 (Homo sapiens), Q969H0 | AlphaScreen FBW7–phospho-cyclin E peptide binding, activator screen | normalized activity (activation), % at 26.1 µM | 650,000 tested, 0.13% active | AID 1259310, 2017; in the data active = normalized activity above about 1.9%;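 also: purified mutant Fbw7 with reduced substrate affinity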
# Target sequence (Q969H0 whole entry, looked up): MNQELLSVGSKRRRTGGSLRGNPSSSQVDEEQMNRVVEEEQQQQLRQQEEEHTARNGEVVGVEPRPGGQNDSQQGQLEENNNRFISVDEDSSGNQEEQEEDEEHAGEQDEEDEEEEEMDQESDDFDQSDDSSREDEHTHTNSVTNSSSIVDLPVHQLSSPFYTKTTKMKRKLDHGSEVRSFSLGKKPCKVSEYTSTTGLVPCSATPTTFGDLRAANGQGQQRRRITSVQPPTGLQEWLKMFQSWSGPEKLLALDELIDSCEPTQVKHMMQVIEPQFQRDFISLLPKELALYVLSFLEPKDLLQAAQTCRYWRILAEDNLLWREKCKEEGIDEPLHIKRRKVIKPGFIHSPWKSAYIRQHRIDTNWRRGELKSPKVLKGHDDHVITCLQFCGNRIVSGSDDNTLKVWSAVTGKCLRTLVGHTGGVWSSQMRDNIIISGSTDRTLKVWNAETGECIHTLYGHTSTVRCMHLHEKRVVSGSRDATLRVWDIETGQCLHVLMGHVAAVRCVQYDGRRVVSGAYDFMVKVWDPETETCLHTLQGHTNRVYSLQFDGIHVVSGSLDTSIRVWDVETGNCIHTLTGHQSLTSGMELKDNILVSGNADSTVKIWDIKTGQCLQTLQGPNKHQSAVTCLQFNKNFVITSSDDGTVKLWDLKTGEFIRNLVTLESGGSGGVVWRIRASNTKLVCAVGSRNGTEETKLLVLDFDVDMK
# * hit, by the source's call; / = no result given.
SMILES,MITF inh,TEAD-YAP block,GPR151 ag,FBW7 activator
COc1ccc(C)cc1NC(=O)CN(c1ccc(C)cc1)S(=O)(=O)c1c(C)noc1C,5,5,2.4,-0.2
C/C(=C\CO)CC[C@H](C)CCC[C@H](C)CCCC(C)C,105*,-24,1.6,-0.1
O=[N+]([O-])c1ccc(C2=Nc3ccccc3N=C(c3ccccc3O)C2)cc1,5,1,1.6,0.2
O=C(Nc1ccc(NC(=O)c2cnccn2)cn1)c1ccccc1,0,-64,0.3,0.0
Cc1ccccc1-n1c(=O)cc(N2CC(C)OC(C)C2)[nH]c1=O (stereo not given),25,14,1.4,0.0
Cc1ccc(C2=NCCNC2=O)c(C)c1,10,10,0.1,0.0
Cc1ccccc1C(=O)Nc1ccc2nc3n(c(=O)c2c1)CCCC3,-1,-14,-1.0,0.3
CC1CC(=O)N(Cc2ccccc2)c2ccccc2S1 (stereo not given),6,11,-0.1,0.0
CCOC(=O)c1c(-c2ccccc2)oc2ccc(N(C(C)=O)S(=O)(=O)c3ccc(Br)cc3)cc12,6,-3,0.2,0.0
O=C(NC(=S)NCc1cccnc1)c1ccccc1Br,-3,17,-0.4,0.0
Fc1ccc2c(c1)nc(NCc1ccccc1)c1nccn12,13,-9,-2.6,0.4
C=CCc1cc(C)ccc1OCCOCCN1CCN(C)CC1,60*,3,0.7,-0.2
O=C(Nc1c2c(nn1-c1ccc(Cl)cc1)CS(=O)(=O)C2)C1CC1,17,-4,0.1,0.8
N#CCc1ccc(NC(=O)/C=C/c2ccc([N+](=O)[O-])o2)cc1,-10,-16,0.5,-0.1
COC(=O)c1cc(S(=O)(=O)NC2CCCCCCC2)c[nH]1,6,-11,-0.1,0.5
CCOc1ccccc1NC(=O)N(Cc1cccc(OC)c1)C1CCN(CC)CC1,0,12,3.5,0.1
CCC(Sc1nc2ccccc2c(=O)n1CC1CCCO1)C(=O)NCc1cccnc1 (stereo not given),-1,-3,-0.6,0.0
C=CCN1C(=O)c2oc3ccccc3c(=O)c2C1c1ccc(O)c(OC)c1 (stereo not given),2,-4,0.9,0.2
CSc1cccc(NS(=O)(=O)c2cccc3nsnc23)c1,14,0,-0.4,-0.1
COc1ccc(CCNC(=O)CN2CCC(C)CC2)cc1,7,-1,-0.6,-0.1
COc1cccc(CNC(=O)CC2C(=O)NCCN2Cc2ccoc2)c1OC (stereo not given),9,3,-1.1,0.0
O=C(Nc1ccc(-c2n[nH]c(=S)o2)cc1)c1ccccc1Br,9,-12,-3.1,-0.1
COc1ccc(C2CC(=O)C3=C(C2)NC(C)=C(C(=O)OCC(C)C)C3c2cc(OC)c(OC)c(OC)c2)cc1 (stereo not given),-4,5,-0.9,-0.1
COc1ccc(OC(C)C(=O)Nc2ccc(Br)cc2)cc1 (stereo not given),3,6,-0.1,0.0
CC(CNc1nc2ccccc2n2nnnc12)c1ccccc1 (stereo not given),12,-1,-2.3,0.1
CC1=NN(C(=O)c2ccccc2)C(O)(C(C)(C)C)C1 (stereo not given),4,-43,-2.5,-0.3
Cc1nn(C)c(C)c1-c1nc2c(Nc3ccc(Oc4ccccc4)cc3)ncnc2n1C(C)C,2,2,1.8,-0.1
O=C(Cn1c(=O)n(Cc2ccco2)c2ncccc21)N1CCCCCC1,-2,-6,-0.5,-0.1
CCOc1ccc(Nc2cc(N3CCN(CC)CC3)c3noc4c3c2C(=O)c2ccccc2-4)cc1,30,-6,-1.8,-0.5
CCOC(=O)c1cnc2c(C)cc(C)cc2c1Nc1cccc(C)c1,-11,1,1.5,0.0
C#CCOc1ccc(-c2nc3cnccn3c2NC(C)(C)C)cc1OC,-63,-9,0.6,0.1
COc1cccc(C(=O)Nc2ccc3c(c2)C(=O)NC3=O)c1,-11,-8,-3.2,0.3
N#CCC(=O)N/N=C/c1ccc(OCC(=O)Nc2ccc(F)cc2)cc1,-9,-17,-0.1,0.2
COc1ccc(C(=O)OCC(=O)c2cccc([N+](=O)[O-])c2)cc1I,4,-4,1.3,-0.2
COc1ccc(C(N)=O)cc1NC(=O)c1cccc(F)c1,14,4,0.1,0.0
CC(C)NC(=O)c1ccc2c(=O)n(Cc3ccc(Cl)cc3)c(=S)[nH]c2c1,8,-5,6.1*,0.2
COc1ccc(C(=O)Nc2ccnn2C2CCN(C(=O)C3=CCCC3)CC2)cc1,7,4,0.5,-0.1
COc1ccc(N2C(=O)C3C4c5ccccc5C(C(OC)OC)(c5ccccc54)C3C2=O)cc1 (stereo not given),6,5,-1.9,0.0
Cc1ccc(NC(=O)c2cc3c(=O)n4ccccc4nc3n2C)cc1,24,-9,0.8,-0.2
Cc1cc(NS(=O)(=O)c2ccc(NC(=O)c3ccccc3Br)cc2)no1,-2,4,2.2,-0.3
COc1ccc2nc(NC(=O)COc3ccccc3)sc2c1,11,-16,-1.6,0.2
O=C(Nc1ccc2c(-c3ccccc3)n[nH]c2c1)c1ccccc1F,-4,-48,-0.7,0.5
CC(C)(C)c1ccc(C(=O)NCCOc2ccccc2F)cc1,4,59*,-0.9,0.5
O=C1CCC(C(=O)N2CCC3(CC2)CC3C(=O)N2CCN(c3ccccc3)CC2)=NN1 (stereo not given),5,-7,-0.7,0.1
COc1ccc(Cl)cc1N(CC(=O)Nc1ccc(C(F)(F)F)cc1)S(C)(=O)=O,5,-5,-0.7,0.2
CC(CCc1ccccc1)NC(=O)CCN1N=C(c2ccccc2)CCC1=O (stereo not given),11,-3,-0.7,1.0
COc1ccc(/C(N)=N/OC(=O)c2cc(OC)c(OC)c(OC)c2)cc1OC,13,-1,-0.7,0.3
COc1cccc(-c2noc(CCC(=O)Nc3ccc(C(N)=O)cc3)n2)c1,-8,-31,-0.2,-0.1
CCc1ccc(S(=O)(=O)N2CCN(c3ccc(-n4nc(C)c(C)c4C)nn3)CC2)cc1,-12,6,1.4,0.0
CC(=O)c1ccc(NC(=O)CCC(=O)OCC(=O)c2cccc([N+](=O)[O-])c2)cc1,15,-17,-0.1,0.6
O=C(CN1C(=O)CSc2ccccc21)NC1CCCCCCC1,1,-18,1.1,-0.1
O=C(Nc1cc(C(F)(F)F)ccc1Cl)c1ccc(Oc2cc(Oc3cccc(Cl)c3)cc([N+](=O)[O-])c2)cc1,7,10,0.4,0.0
CC(C)c1[nH]nc2c1C(C(C)C)C(C#N)=C(N)O2 (stereo not given),3,0,8.3*,0.3
Cc1cc(=O)oc2cc(NC(=S)N3CCN(S(C)(=O)=O)CC3)ccc12,18,-1,1.2,0.3
O=CN1CCCN(c2nc3nonc3nc2N2CCCC2)CC1,-24,-2,0.9,-0.1
CCN(CC)CCNS(=O)(=O)c1cc(Br)cc2c1N(C(C)=O)C(C)C2 (stereo not given),16,8,1.4,-0.1
Cc1ccc(S(=O)(=O)Nc2nc3ccc(C)cc3nc2Nc2ccc(C)cc2C)cc1,13,-4,-0.8,0.2
Cc1ccc(C(=O)COc2ccc3c(C)c(Cc4ccccc4)c(=O)oc3c2)cc1,8,2,0.0,0.1
CC(C)(C)Oc1cccc(CN2CCCN(Cc3nc4ccccc4[nH]3)CC2)n1,16,10,0.1,-0.5
O=C(COc1ccccc1[N+](=O)[O-])Nc1ccc(C(=O)O)cc1,27,8,-1.6,0.0

# Additional structures follow:
SMILES,MITF inh,TEAD-YAP block,GPR151 ag,FBW7 activator
COC(=O)C1=C(C)N=c2s/c(=C/c3ccccc3OC)c(=O)n2C1c1ccccc1 (stereo not given),-2,4,-0.7,-0.1
CCOC(=O)c1cccc(NS(=O)(=O)c2ccc3c(c2)NC(=O)CC(=O)N3)c1,5,17,-0.4,0.4
Cc1cc(OCC(O)CNCC(C)O)c(C(C)C)cc1Cl (stereo not given),1,-1,1.4,-0.1
Cc1nnc(-c2cccc(NC(=O)C3CCN(CC4=CC[C@H]5C[C@@H]4C5(C)C)CC3)c2)s1,11,9,-1.2,0.1
CC(C)(C)C(=O)CC(=O)Nc1cc(N)ccc1Cl,-3,-19,-1.1,-0.1
Cc1cc(C)cc(N(CC(=O)NCC2CCCO2)C(=O)CCC(=O)Nc2cc(C)on2)c1 (stereo not given),5,-8,0.1,-0.1
COc1ccc(-c2ccc(NCCc3ccccn3)nc2)cc1,26,-37,-0.7,-0.2
O=C1CSC(=S)N1Nc1ccccc1,2,-7,-0.3,-0.1
Cc1cccc(C)c1NC(=O)CSCc1nc2ccccc2c(=O)n1-c1cccc(C(F)(F)F)c1,0,12,2.2,0.0
CCOC(=O)Cc1cc(=O)n2[nH]c(-c3ccc(Cl)cc3)cc2n1,-16,-8,-0.7,0.2
CCCCOc1ccc(C(=O)NNC(=O)Nc2ccc(F)cc2F)cc1,8,7,1.4,0.2
CCCNc1nccn2c(-c3ccsc3)cnc12,3,-18,0.0,0.1
O=C(NC(c1ccc(F)cc1)c1ccccn1)C1CCN(C(=O)c2ccno2)CC1 (stereo not given),1,4,0.3,-0.5
CC(CNC(=O)c1ccccc1Br)c1ccccc1 (stereo not given),-2,-60,-0.5,-0.3
CC(=O)Nc1ccc(NC(=O)c2ccc(COc3cccc4c3OC(C)(C)C4)cc2)cc1,-8,-2,0.8,-0.1
CCOC(=O)OC[C@H]1O[C@H](C#Cc2ccc(C(C)(C)C)cc2)C=C[C@@H]1OC(=O)OCC,10,/,-2.0,0.2
O=C1OC(c2cccc([N+](=O)[O-])c2)=N/C1=C\c1cc2c(cc1Cl)OCO2,3,-2,0.1,-0.1
COc1cc(C(=O)NCCC(=O)NCc2ccccc2Cl)cc(OC)c1OC,15,-1,-0.2,0.1
Cc1ccc(S(=O)(=O)NCCO)c(C)c1N(C)S(=O)(=O)c1ccc(F)cc1,15,7,0.9,0.1
O=C1OC(c2cccc(Cl)c2)=N/C1=C\c1ccc(F)cc1,-10,-9,0.6,-0.1
CC(C)CC(=O)NC(=S)Nc1ccc(Cl)cn1,-7,-26,-0.2,-0.1
COc1ccc(/C=C/C(=O)NCC(=O)N=Nc2c(O)[nH]c3ccccc23)cc1,5,12,-1.4,-0.1
Cc1ccc(-c2nnc(SCC(=O)NC3CC3)o2)cc1,-2,-28,1.2,-0.1
O=[N+]([O-])c1cccc(S(=O)(=O)N/N=C/c2ccc(O)cc2O)c1,-10,-7,-2.9,0.5
COC(=O)c1ccc(C(=O)OC)c(NC(=O)c2ccc(NC(=O)C(C)C)cc2)c1,19,9,0.2,0.1
COC(=O)c1ccc2c(=O)n(CCCCCC(=O)NCCc3ccccc3)c(=O)[nH]c2c1,-12,-3,0.3,0.0
O=C(c1scc2c1CCCC2)N1CCc2nncn2CC1,15,3,-1.5,0.1
O=C(CCCn1c(=S)[nH]c2ccc(Br)cc2c1=O)NCCCN1CCOCC1,7,8,-0.3,0.0
Cn1cccc1CC(=O)N/N=C\c1cccc(Oc2ccccc2)c1,4,7,1.9,-0.2
O=C1OC(Nc2ccc(F)c(F)c2)c2ccccc21 (stereo not given),1,13,-0.7,0.0
COc1ccc(C(=O)COC(=O)c2ccc([N+](=O)[O-])o2)cc1,-8,15,-1.7,0.1
CCN(CC)C(=O)c1sc(NC(=O)c2cc3ccccc3oc2=O)c(C#N)c1C,4,-1,-1.2,0.8

# Compounds shown so far with a Cl atom (11):
SMILES,MITF inh,TEAD-YAP block,GPR151 ag,FBW7 activator
O=C(Nc1c2c(nn1-c1ccc(Cl)cc1)CS(=O)(=O)C2)C1CC1,17,-4,0.1,0.8
CC(C)NC(=O)c1ccc2c(=O)n(Cc3ccc(Cl)cc3)c(=S)[nH]c2c1,8,-5,6.1*,0.2
COc1ccc(Cl)cc1N(CC(=O)Nc1ccc(C(F)(F)F)cc1)S(C)(=O)=O,5,-5,-0.7,0.2
O=C(Nc1cc(C(F)(F)F)ccc1Cl)c1ccc(Oc2cc(Oc3cccc(Cl)c3)cc([N+](=O)[O-])c2)cc1,7,10,0.4,0.0
Cc1cc(OCC(O)CNCC(C)O)c(C(C)C)cc1Cl (stereo not given),1,-1,1.4,-0.1
CC(C)(C)C(=O)CC(=O)Nc1cc(N)ccc1Cl,-3,-19,-1.1,-0.1
CCOC(=O)Cc1cc(=O)n2[nH]c(-c3ccc(Cl)cc3)cc2n1,-16,-8,-0.7,0.2
O=C1OC(c2cccc([N+](=O)[O-])c2)=N/C1=C\c1cc2c(cc1Cl)OCO2,3,-2,0.1,-0.1
COc1cc(C(=O)NCCC(=O)NCc2ccccc2Cl)cc(OC)c1OC,15,-1,-0.2,0.1
O=C1OC(c2cccc(Cl)c2)=N/C1=C\c1ccc(F)cc1,-10,-9,0.6,-0.1
CC(C)CC(=O)NC(=S)Nc1ccc(Cl)cn1,-7,-26,-0.2,-0.1
